# DAGLB inh – DAGLB lipase inhibitors, primary screen, biochemical, fluorescence, HTS; Diacylglycerol lipase-beta (Homo sapiens), Q8NCG7; HEK293T DAGLB membrane lysate, EnzChek fluorogenic substrate; inhibition, % at 5.17 µM; actives 0.059% (n = 340,000); in the data active = inhibition above about 34%;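 note: 0% = enzyme with vehicle and 100% = wells lacking enzyme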
# Arrestin-AP2 inh – inhibitors of beta-arrestin/AP2 binding, primary screen, biochemical, GPCR trafficking, flow cytometry. actives 0.31% (n = 340,000). beta-arrestin 1 C-terminal peptide binding to AP2 beta2-adaptin appendage (human). FITC-arrestin peptide / GST-AP2 beads; AP2 beta2 appendage carries R879A mutation. inhibition, % at 10 µM;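 active = inhibition above a set limit, near 3 SD of compounds lacking own fluorescence, cut at about 54% in these data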;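 note: plate controls were DMSO wells for no effect and 5 µM unlabelled arrestin peptide for full effect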
#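 System: GST-AP2 R879A glutathione beads; medium: PBS, Tween 20 0.05%, BSA 0.1%; reagent: fluorescein-tagged arrestin peptide at 50 nM final; schedule: pre-incubation 12 min, peptide binding 1 h, room temperature; detection: flow cytometry, FL1 (488/535 nm); read-out: inhibition as reduced fluorescein signal on beads, percent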
# CAL PDZ FP-1 – CAL PDZ peptide-binding inhibitors, primary screen, biochemical, fluorescence polarization, Cer-tagged CAL PDZ, HTS; actives 0.02% (n = 330,000); purified CAL PDZ, TMR-peptide fluorescence polarization, 1 h; AID 504414, 2011; inhibition, % at 20 µM; Golgi-associated PDZ and coiled-coil motif-containing protein (Homo sapiens), Q9HD26;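 active = highest replicate inhibition of at least 40%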;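 note: plate controls were DMSO neutral control wells for no effect and unlabeled competitor peptide control wells for full effect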
#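 System: tagged CAL PDZ domain. Schedule: 1 h room-temperature incubation prior to read. Signal: fluorescence polarization (mP). Measure: percent inhibition from loss of millipolarization.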
# V-ATPase pHluor – regulators of yeast V-ATPase proton pumping, primary screen, pHLuorin cytosolic pH fluorescence; response, % at 10 µM; S. cerevisiae; actives 0.37% (n = 350,000); in the data active = response mostly above about 7.3%, no sharp cut-off; inactive = mostly below about 5.4%; note: actives read high; inactives centre near 0; some compounds called inactive have numbers as strong as hits; reference of the scale not given here
# LANA DNA inh – inhibitors of KSHV C-LANA binding to DNA, primary screen, biochemical, fluorescence polarization, FAM-LBS DNA, MBP-C-LANA, single point | Kaposi's sarcoma herpesvirus LANA C-terminal domain (residues 932-1162) DNA binding | inhibition, % at 9 µM | actives 0.078% (n = 340,000) | AID 504423, 2011;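 active = highest replicate inhibition at or above 60% at 9 µM, even if other replicates fall short; inactive = all replicates below 60% inhibition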;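 note: 0% = neutral control wells and 100% = 4 µM acridine orange control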
# RTF Ca sens inh – cardiac RTF calcium sensitivity inhibitors, primary screen, biochemical, IANBD-TnC fluorescence, EC70 calcium | actives 0.12% (n = 340,000) | inhibition, % at 7.15 µM | IANBD-labeled cardiac RTF, Ca2+ fluorescence;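 active = inhibition above the mean inhibition of all tested compounds plus 3 SD, cut at about 17% in these data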;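 note: assay run at fixed EC70 calcium of 1.6 mM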
# DSG3 Ab inh – inhibitors of pemphigus antibody binding to DSG3, primary screen, biochemical, bead-based, flow cytometry, scFv-GFP | DSG3-coupled beads, scFv-anti-DSG3-GFP binding; hits give low values | binding (percent of control), % at 10 µM | actives 0.48% (n = 310,000) | AID 588358, 2011;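 active = binding more than 3 SD below its plate's average and above zero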;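 note: hits lower antibody fragment binding to DSG3; some compounds called inactive have numbers as strong as hits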
# Keap1-Nrf2 PPI – Keap1-Nrf2 protein-protein interaction inhibitors, primary screen, biochemical, fluorescence polarization, single point; actives 0.15% (n = 340,000); Kelch-like ECH-associated protein 1 (Homo sapiens), Q14145; inhibition, % at 9.4 µM; Keap1 Kelch-Nrf2 peptide fluorescence polarization, 1536-well; in the data active = inhibition above about 12%;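 note: human Keap1 Kelch domain with fluorescein labeled Nrf2 9mer peptide probe; 0% = neutral control wells and 100% = peptide positive control; higher means more block of Keap1 binding to Nrf2 peptide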
# Target sequence (Q14145 whole entry, looked up, the tested form may be a part): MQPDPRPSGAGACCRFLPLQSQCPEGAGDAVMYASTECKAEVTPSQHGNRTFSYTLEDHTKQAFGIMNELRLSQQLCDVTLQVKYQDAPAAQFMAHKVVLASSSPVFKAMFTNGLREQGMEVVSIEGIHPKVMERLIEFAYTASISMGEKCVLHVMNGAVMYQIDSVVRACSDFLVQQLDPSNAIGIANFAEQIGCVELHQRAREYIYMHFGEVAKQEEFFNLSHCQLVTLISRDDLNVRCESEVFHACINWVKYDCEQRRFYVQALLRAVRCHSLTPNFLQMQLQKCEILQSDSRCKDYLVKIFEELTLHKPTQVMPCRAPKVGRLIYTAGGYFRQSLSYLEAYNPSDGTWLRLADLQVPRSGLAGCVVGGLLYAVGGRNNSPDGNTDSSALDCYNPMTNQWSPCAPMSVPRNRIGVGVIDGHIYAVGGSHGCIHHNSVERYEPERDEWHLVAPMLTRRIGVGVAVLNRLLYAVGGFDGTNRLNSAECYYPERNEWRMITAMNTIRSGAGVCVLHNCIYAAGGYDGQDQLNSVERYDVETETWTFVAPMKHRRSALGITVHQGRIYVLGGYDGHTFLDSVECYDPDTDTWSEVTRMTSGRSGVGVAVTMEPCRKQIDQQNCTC
# NSD2 HMT inh – NSD2 histone methyltransferase inhibitors, primary screen, biochemical, AlphaScreen, single concentration, set 2. actives 0.54% (n = 310,000). NSD2 peptide methylation, 120 min. inhibition, % at 12.5 µM. Histone-lysine N-methyltransferase NSD2 (Homo sapiens), O96028. AID 743445, 2014; in the data active = inhibition above about 50%
# CAL PDZ FP-2 – untagged CAL PDZ binding inhibitors, primary screen, biochemical, fluorescence polarization, HTS; Golgi-associated PDZ and coiled-coil motif-containing protein (Homo sapiens), Q9HD26; purified CAL PDZ, TMR-peptide fluorescence polarization, 1 h; inhibition, % at 24.9 µM; actives 0.92% (n = 300,000); AID 602252, 2012;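 active = mean inhibition of at least 30% with at least half of replicates also reaching 30%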;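 note: 0% = DMSO neutral control and 100% = excess unlabeled competitor peptide PRC23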
# * hit, by the source's call; · = no result given.
# Below each compound: DAGLB inh	Arrestin-AP2 inh	CAL PDZ FP-1	V-ATPase pHluor	LANA DNA inh	RTF Ca sens inh	DSG3 Ab inh	Keap1-Nrf2 PPI	NSD2 HMT inh	CAL PDZ FP-2
Cc1cccc(OC(C)C(=O)Nc2ccc3c(c2)OCCO3)c1 (configuration not stated)
  9	-13	-0.8	1	-1.4	3	101	-4	·	·
CC1=CC(C)(C)C(C(=O)O)C(C(=O)O)C1 (configuration not stated)
  1	4	-1.7	-3	0.8	18*	96	-3	·	3
COc1ccc(CCNC(=O)CNC(=O)Cn2ccc3ccccc3c2=O)cc1OC
  0	-8	-0.5	0	0.7	-11	96	-3	2	2
O=C(N1CCCCC1)N1CCN(c2ccc(Cl)cc2)CC1
  -1	-4	1.2	-1	3.8	-2	97	-5	0	-7
O=C1NC(=O)C2(CCC(C(=O)O)C2)N1 (configuration not stated)
  1	-4	-0.4	-3	0.7	-23	98	3	43	-4
COc1ccc(OCCN2CCCC2)cc1Nc1nnc(Cl)c(Nc2ccccc2S(C)(=O)=O)n1
  -1	28	-0.3	-2	-1.5	7	99	-2	·	-3
COc1ccc(-c2noc(N3CCC(C(=O)NCCCN4CCC(C)CC4)CC3)n2)cc1
  1	2	0.0	-3	1.3	-4	103	2	·	·
COc1ccc(-c2cc(C(=O)N(C)Cc3ccccc3)c3ccccc3n2)cc1
  -11	-12	-1.8	1	2.9	2	92	-1	-4	·
O=C(Nc1ccc(N2CCOCC2)cc1)c1ccc2ncsc2c1
  1	32	-3.1	3	8.0	4	96	-2	0	-3
CC1CCCC(NC(=O)CCNC(=O)c2ccccc2Cl)C1C (configuration not stated)
  -2	-1	-0.8	-5	-1.1	-8	95	1	-2	·

# The last two compounds of the section above are carried over, then new ones follow.
# Below each compound: DAGLB inh	Arrestin-AP2 inh	CAL PDZ FP-1	V-ATPase pHluor	LANA DNA inh	RTF Ca sens inh	DSG3 Ab inh	Keap1-Nrf2 PPI	NSD2 HMT inh	CAL PDZ FP-2
O=C(Nc1ccc(N2CCOCC2)cc1)c1ccc2ncsc2c1
  1	32	-3.1	3	8.0	4	96	-2	0	-3
CC1CCCC(NC(=O)CCNC(=O)c2ccccc2Cl)C1C (configuration not stated)
  -2	-1	-0.8	-5	-1.1	-8	95	1	-2	·
COc1cc(-c2noc(C)c2/C=C/c2ccc(N)cc2)cc(OC)c1OC
  4	2	0.2	-5	0.2	-2	104	-5	·	·
CCN(Cc1ccncc1)Cc1nc(-c2ccc(C(=O)OC)cc2)no1
  -4	43	-1.0	0	-1.2	-2	89	-2	-1	-4
N/C(=N\OC(=O)c1csnn1)c1ccc(C(F)(F)F)cc1
  -2	31	-1.8	4	-2.2	-5	105	-2	14	-2
C#CCNC(=O)C1=C[C@H](c2ccc(C(F)(F)F)cc2)C[C@H](OCc2ccc(CO)cc2)O1
  -4	20	-0.2	-5	-0.9	-5	99	-3	·	-5
COc1ccc(CCNC(=O)c2cc(-c3cc(Cl)ccc3O)n[nH]2)cc1OC
  1	-7	-0.8	0	0.7	1	100	-1	5	2
COC(=O)C/C(C)=N/Nc1ccc(S(=O)(=O)N2CCCC2)cc1[N+](=O)[O-]
  6	6	-1.6	-3	0.5	2	85	-5	5	-3
COc1ccc(CCNc2oc(COc3ccccc3Cl)nc2C#N)cc1OC
  1	1	-1.5	-1	-0.6	-4	99	-8	·	3
COCCN(C(=O)CC1C(=O)NCCN1Cc1ccc(-c2ccccc2)cc1)C(C)C (configuration not stated)
  2	3	-0.8	-5	-0.8	-4	101	1	·	4
COc1ccc(CCN(Cc2cccs2)S(=O)(=O)c2ccc(S(=O)(=O)N3CCC(C)CC3)cc2)cc1OC
  -3	-5	-0.3	-1	-3.3	3	105	-5	-1	-6
O=C(O)c1nc(NCCc2ccccc2)ncc1Cl
  -1	25	-1.2	-1	-0.2	-1	102	0	1	0
C=CCC[C@H](Cc1ccc(F)cc1)C(=O)OC[C@@H](NC(=O)[C@@H](CC=C)CC(=O)N[C@H](CO)Cc1ccccc1)C(C)(C)C
  -3	7	0.2	2	1.8	-8	100	-5	·	40*
COc1ccc(NC(=O)C(=O)NCCN2CCN(C(=O)C(c3ccccc3)c3ccccc3)CC2)cc1
  3	-4	-0.3	6	0.4	-21	·	-3	·	-3
Cc1ccc(NC(=O)Nc2ccccc2C(N)=O)cc1
  -1	-8	-1.9	-2	1.9	-4	89	2	-1	-2
Nc1nc(C(c2ccccc2)c2ccccc2)cs1
  3	14	-1.6	4	0.7	-15	·	-2	7	-4
Cc1cc(C)cc(NC(=O)C2CCN(S(C)(=O)=O)CC2)c1
  -1	5	-1.1	-1	0.3	-4	114	-3	26	-4
COc1ccc(NC(=O)NCc2ccncc2)cc1
  1	17	-1.8	6	1.5	-18	·	6	0	0
Cc1ccc(S(=O)(=O)N2CCCCC2)cc1
  -2	9	-0.8	0	-0.4	2	102	2	-1	2
COc1ccc(NC(=S)N2CCN(C/C=C/c3ccccc3)CC2)cc1OC
  2	-9	-0.3	-1	0.3	0	101	1	4	-5
O=C(NCCS(=O)(=O)N1CCN(c2ccc(F)cc2)CC1)c1ccc2c(c1)OCO2
  -2	20	-1.8	-3	-0.4	-6	103	-4	0	-3
C[C@H](N)C(=O)N1CCC(C(=O)N[C@@H](Cc2ccccc2)C(=O)Nc2ccc(F)cc2)CC1
  -5	4	1.1	-3	-3.0	-5	104	6	·	-5
CNC(=O)n1ccc(C(=O)N2CCCCC2)n1
  -1	-7	-0.1	-1	-0.9	1	100	-7	-3	-4
Cc1cccc(C)c1NC(=O)CN1CCNCC1
  2	-10	-2.2	5	-0.6	-5	·	2	-1	3
O=C1NC(=Nc2ccccc2)S/C1=C\c1cccn1-c1ccccc1
  2	-1	0.2	-5	0.1	-8	105	-3	1	-1
COCCCNC(=O)Cn1cc(/C=C(\C#N)C(=O)N2CCN(c3ccccc3)CC2)c2ccccc21
  2	-4	-1.9	-4	-0.1	-1	102	-4	5	1
Cn1c(=O)cc(OCCCC(=O)Nc2ccc3c(c2)OCCO3)c2ccccc21
  0	0	-0.2	2	2.5	-10	99	-6	1	·
Cc1cc(=O)oc2cc3c(cc12)OCCN3
  1	4	-1.9	5	0.7	9	112	-4	-3	0
O=C(O)CCc1nnc(SCC(=O)Nc2ccc(Cl)c(C(F)(F)F)c2)[nH]c1=O
  1	29	0.2	-2	1.3	-3	107	2	-3	-2
CCN(CC)S(=O)(=O)c1ccc(OC)nc1
  -2	-6	-1.4	-5	-0.6	-6	106	-1	0	0
O=C(O)c1cc(S(=O)(=O)NCCCN2CCCC2=O)ccc1Cl
  -3	9	-0.9	0	0.9	-4	118	-1	-1	1
CCOc1ccc(CCNC(=O)CS(=O)Cc2nc(-c3ccc(OC)cc3)oc2C)cc1OCC (configuration not stated)
  0	-5	-3.3	-67	-0.2	-3	100	-3	7	-1
COc1ccccc1CNC(=O)N/C=C/c1ccc(Cl)cc1
  -1	18	0.2	-2	-0.6	2	102	3	-4	-2
CC1=C(OC(=O)c2ccc(Br)cc2)C(C)(C)C(c2ccccc2)OC1=O (configuration not stated)
  0	26	-0.4	0	-0.6	-8	·	-3	-3	-4
COCCCn1cn[nH]c1=S
  -1	9	-5.1	-4	-0.1	-11	101	0	2	2
COC(=O)C1CC2=C(CCC2=O)N(c2ccccc2)C1=O (configuration not stated)
  -1	-4	1.1	3	2.0	0	105	-2	·	2
Cc1ccc(NC(=O)Nc2cccnc2)cc1Cl
  -2	33	-2.0	3	-0.4	-4	96	0	14	4
O=C(c1ccc2nc[nH]c2c1)N1CCc2ccccc2C1
  -1	-18	-1.2	0	2.5	-2	80	0	-2	54*
COc1ccc(N2C(=O)CCC(C(=O)Nc3cccc(C)n3)C2c2ccc(OC)c(OC)c2)cc1 (configuration not stated)
  2	-3	-0.5	-3	0.5	-8	·	0	0	-1
CCc1cccc(CC)c1NC(=S)NCCc1c(C)[nH]c2ccc(C)cc12
  -4	5	-2.0	7	-0.1	4	94	-1	·	·
COc1cccc(NC(=O)CN(c2ccc3c(c2)OCO3)S(C)(=O)=O)c1
  ·	-4	-0.4	-2	-0.2	·	·	1	-1	0
COc1cccc2cc(C(=O)N(C)C3CCN(C)CC3)c(=O)oc12
  1	-1	1.0	0	1.5	-6	105	-1	-4	0
CC(C)(C)OC(=O)N1CCCN(C(=O)Nc2ccc(C(F)(F)F)cc2)CC1
  ·	-6	·	3	·	·	98	·	0	·
O=C(NNc1cccc(Cl)n1)Nc1ccc(Cl)cc1
  2	0	·	5	-0.9	-11	105	-3	-3	-3
Cc1ccc(CNC(=O)CN(c2cccc([N+](=O)[O-])c2)S(C)(=O)=O)cc1
  1	25	-2.8	0	0.8	6	99	-3	-2	-2
Cc1nn(-c2cc(N3CCCCC3)ccc2[N+](=O)[O-])c(=O)c2ccccc12
  1	11	-1.2	-1	-1.8	-3	·	0	2	-4
CCn1nc(C(=O)Nc2cccc3ccccc23)c(Cl)c1Cl
  -10	0	-0.5	-5	-1.2	2	·	4	5	1
CC(=O)Nc1sc(C)c(C)c1C(=O)Nc1ccc(C)cc1
  -2	-4	-2.9	1	-0.8	-12	83	-1	-3	-1
CCOc1ccc(-c2nnc3ccc(SCC(=O)NCc4ccco4)nn23)cc1
  5	4	-0.7	4	0.5	5	109	-1	·	10
COCCNC(=O)/C(C#N)=C/c1ccc(OCC(=O)NC2CCCCC2)cc1
  -2	-15	-6.2	8	0.9	-5	100	-4	·	-1
Cc1c(C(=O)NCc2ccccn2)oc2ccc(Br)cc12
  -11	6	-2.0	2	0.0	-17	115	-2	-2	·
Cc1ccccc1C(=O)O/N=C(\c1ccccc1)c1ccccn1
  -5	1	-3.2	2	-1.9	1	·	7	-5	1

# Bioassay records from PubChem BioAssay.

# Only part of the results is shown; rates above refer to the full screens.
